NRP1-CendR mod – alters CendR peptide binding to human NRP-1. O14786. FAM-RPARPAR peptide binding to NRP-1, fluorescence polarization. inhibition, % at 25 µM. actives 0.85% (n = 360,000);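 active = inhibition or corrected inhibition above about 18%, plus a signal ratio from 0.5 to 1.5, limit read from the data, passing the limit was not always enough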; note: strong numbers were not always called active
Target sequence (O14786 whole entry, looked up): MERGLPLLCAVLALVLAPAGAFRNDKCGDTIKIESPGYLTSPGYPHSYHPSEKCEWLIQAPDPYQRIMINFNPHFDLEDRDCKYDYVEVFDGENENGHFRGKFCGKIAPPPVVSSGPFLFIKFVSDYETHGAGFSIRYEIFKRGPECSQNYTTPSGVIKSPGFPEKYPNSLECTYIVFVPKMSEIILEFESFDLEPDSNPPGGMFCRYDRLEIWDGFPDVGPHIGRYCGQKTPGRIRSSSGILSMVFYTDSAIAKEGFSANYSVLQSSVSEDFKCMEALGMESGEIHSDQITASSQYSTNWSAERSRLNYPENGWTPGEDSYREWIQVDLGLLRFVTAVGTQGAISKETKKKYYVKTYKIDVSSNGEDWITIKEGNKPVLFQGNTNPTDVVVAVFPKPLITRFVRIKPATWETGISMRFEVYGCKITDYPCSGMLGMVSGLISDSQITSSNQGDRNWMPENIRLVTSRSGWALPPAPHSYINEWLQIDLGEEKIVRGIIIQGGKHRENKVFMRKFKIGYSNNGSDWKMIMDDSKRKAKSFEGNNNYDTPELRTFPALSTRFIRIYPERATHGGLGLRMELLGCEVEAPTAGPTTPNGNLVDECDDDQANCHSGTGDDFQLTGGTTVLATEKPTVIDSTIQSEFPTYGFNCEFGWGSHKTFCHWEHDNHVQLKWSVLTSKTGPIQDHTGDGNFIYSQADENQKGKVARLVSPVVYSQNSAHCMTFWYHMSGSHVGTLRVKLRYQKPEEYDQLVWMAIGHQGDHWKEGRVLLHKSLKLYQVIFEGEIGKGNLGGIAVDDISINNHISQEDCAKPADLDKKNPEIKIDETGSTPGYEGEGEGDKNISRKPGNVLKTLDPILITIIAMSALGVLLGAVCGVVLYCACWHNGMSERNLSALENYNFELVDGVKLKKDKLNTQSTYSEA
bovine MsrA act – activators of bovine methionine sulfoxide reductase A | AID 602163 | purified bovine MsrA, absorbance read-out | activation, % at 10.6 µM | actives 0.3% (n = 360,000); in the data active = activation above about 7.5%;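 note: 0% = vehicle and 100% = reference activator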
PABP1 MLLE inh – inhibitors of microRNA-mediated deadenylation, human PABP1 MLLE binding | P11940 | GST-MLLE / FITC-PAM2 fluorescence polarization | inhibition, % at 20 µM | actives 0.36% (n = 360,000) | AID 588489; in the data active = inhibition above about 35%, passing the limit was not always enough;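 note: plate controls were DMSO wells with GST-MLLE for no effect and wells lacking GST-MLLE protein for full effect; some results filed as inactive read as strong as hits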
MsrA inh – inhibits bovine methionine sulfoxide reductase A; purified bovine MsrA, absorbance read-out; inhibition, % at 15.5 µM; actives 0.75% (n = 360,000); in the data active = inhibition above about 4.5%;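 note: 0% = vehicle wells with enzyme and 100% = reference inhibitor wells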
TbMetRS inhib – blocks T. brucei methionyl-tRNA synthetase activity; actives 0.4% (n = 360,000); purified T. brucei MetRS, ATP depletion, Kinase-Glo luminescence; AID 624268; inhibition, % at 11.9 µM;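 active = inhibition above a per-plate cutoff of the control wells' mean inhibition plus 3 SD, cut at about 5.5% in these data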;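 note: 0% = DMSO wells median and 100% = median of wells with control inhibitor compound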
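Measured by: Kinase-Glo luciferase luminescence reporting remaining unconsumed ATP. Material: purified T. brucei MetRS enzyme. Doses: 11.9 µM compound single dose, 0.9% DMSO. Medium: HEPES buffer containing pyrophosphatase, BSA, spermine, DTT. Times: 15 min preincubation, 2 h reaction, all 25 °C. Reagent: methionine, ATP and bulk E. coli tRNA.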
eLon inh – inhibitors of E. coli Lon protease; P0A9M0; AID 602123; inhibition, % at 7.94 µM; actives 0.42% (n = 360,000); purified E. coli Lon protease, fluorescence polarization; in the data active = inhibition above about 13%, passing the limit was not always enough;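 note: 0% = enzyme with probe and DMSO and 100% = no enzyme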
MT1-MMP act inh – blocks activation of human MT1-MMP. actives 0.061% (n = 360,000). HT1080 RFP-PRO-GFP cells, GFP/RFP ratio fluorescence, overnight; percent of plate control window, DMSO zero. GFP/RFP ratio change, % at 20 µM. P50281. AID 651647;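 active = GFP/RFP ratio change of at least 30% with cell ATP level not reduced by more than half and red fluorescence within 50% of control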; note: strong numbers were not always called active
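Test system: HT1080 cells expressing an RFP-PRO-GFP fluorescent reporter construct / Compound dosing: single-point 20 µM compound, 1% DMSO / Schedule: cells overnight before dosing, compound overnight, 37 °C, 5% CO2 / Evaluation: GFP/RFP fluorescence ratio / Control set: DMSO and RFP-L50D-GFP cell wells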
FAS-TE inh – blocks the thioesterase domain of human fatty acid synthase; recombinant FAS-TE, OMFH fluorogenic substrate, fluorescence endpoint; inhibition, % at 15 µM; actives 0.67% (n = 360,000); AID 602261;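 active = compounds whose normalised, plate-corrected inhibition of enzyme fluorescence in the single-dose primary screen is 50% or more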;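 note: 0% = DMSO with enzyme and 100% = substrate without enzyme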
SKN-1 inh – inhibitors of C. elegans SKN-1; C. elegans VP596 Pgst-4::GFP/RFP ratio, acrylamide-induced, 24 h; inhibition, % at 21.8 µM; actives 0.49% (n = 360,000);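 active = interference check ratio from 0.5 to 1.5 plus GFP to RFP signal ratio inhibition reaching or exceeding a fixed threshold, cut at about 30% in these data, passing the limit was not always enough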; note: some compounds called inactive have numbers as strong as hits
Starred values were filed as active, the others as inactive; x = not tested or not shown.

1	COc1ccc(S(=O)(=O)N2CCOCC2)cc1NC(=O)CN1C(=O)NC2(CCCCC2C)C1=O (stereo not given)
2	N#Cc1c(-c2ccccc2)nc(SCc2ccc([N+](=O)[O-])cc2)[nH]c1=O
3	CCC(c1nnnn1-c1c(C)cccc1C)N1CCN(CC)CC1 (stereo not given)
4	Cc1ccc(S(=O)(=O)NCc2ccc(C(=O)N3CCc4ccccc4C3)cc2)cc1
5	CCCCCN(C(=O)CCC(=O)OCC(=O)NCc1ccc(OC)cc1)c1c(N)n(CCCC)c(=O)[nH]c1=O
6	Cc1ccccc1CC(=O)N1CCOCC1
7	O=C(NC1CCN(Cc2ccccc2)CC1)C1CCN(S(=O)(=O)c2cccc([N+](=O)[O-])c2)CC1
8	Cc1ccc(C(=O)Nc2ccccc2C(=O)O)cc1NC(=O)COc1c(C)cccc1C
Compound | 1 | 2 | 3 | 4 | 5 | 6 | 7 | 8
MsrA inh | -1.1 | 0.1 | 0.9 | 2.8 | 0.1 | -1.0 | x | 1.8
FAS-TE inh | -6 | 22 | -10 | 10 | -5 | -3 | -2 | -2
MT1-MMP act inh | 1 | 7 | -4 | 1 | 0 | -1 | 3 | 7
TbMetRS inhib | -0.2 | 2.7 | -0.6 | -0.2 | -0.6 | -0.1 | -1.6 | 0.1
PABP1 MLLE inh | -4 | 6 | x | 4 | 13 | 4 | 0 | 13
SKN-1 inh | 14 | 11 | 5 | 2 | 0 | -5 | 0 | -6
eLon inh | -16 | -9 | 10 | -10 | -7 | -6 | -2 | 13
bovine MsrA act | -1 | -2 | -7 | -2 | -2 | -2 | -10 | 0
NRP1-CendR mod | 3 | -8 | -13 | -10 | 19 | 1 | 3 | -12

9	N#Cc1cnn2ccc(-c3cc(N4CCOCC4)ccc3[N+](=O)[O-])nc12
10	COc1ccc(OC)c(NC(=S)NCc2ccco2)c1
11	O=C(Nc1ccc(Nc2ccccc2)cc1)c1ccc(Cl)cc1Cl
12	NC(=O)[C@H]1CC2(CC(c3cccc(NC(=O)COc4ccc(Cl)cc4)c3)=NO2)CN1C(=O)Cc1ccc([N+](=O)[O-])cc1 (stereo not given in full)
13	CCC(=O)Nc1nnc(SCC(=O)Nc2cccc(Cl)c2)s1
14	CCN1CCN(c2nc3ccccc3nc2C(C#N)C(=O)OCc2ccccc2)CC1 (stereo not given)
15	O=C(O)c1ccc(/C=N/Nc2ncc(Cl)cc2Cl)cc1
16	Cc1nc(NCc2ccco2)c2oc3ccccc3c2n1
Compound | 9 | 10 | 11 | 12 | 13 | 14 | 15 | 16
MsrA inh | 0.9 | -0.2 | 0.8 | 1.3 | 0.8 | 0.1 | 1.1 | 1.4
FAS-TE inh | -2 | -5 | 25 | 18 | 2 | 16 | -6 | -6
MT1-MMP act inh | 2 | -1 | 8 | 21 | -1 | -23 | 1 | 4
TbMetRS inhib | -1.5 | 0.1 | 0.6 | -0.1 | 0.2 | 0.4 | -0.2 | 0.4
PABP1 MLLE inh | 7 | 5 | 6 | 13 | -8 | -24 | -7 | 5
SKN-1 inh | -2 | 1 | -5 | 4 | 1 | -8 | -7 | -5
eLon inh | 5 | -2 | 2 | -3 | -6 | 0 | -24 | 1
bovine MsrA act | -11 | 0 | 0 | -9 | -5 | -1 | 1 | -1
NRP1-CendR mod | 10 | -12 | 6 | -13 | 14 | -27 | 12 | -3

17	O=C(/C=C/c1ccco1)N(Cc1cccc(F)c1)C1CCS(=O)(=O)C1 (stereo not given)
18	CNc1ccc(-c2ccccc2CO)cn1
19	O=C(O)c1cccc(S(=O)(=O)Nc2ccc3c(c2)OCO3)c1
20	Cc1cc(C)n(-c2nc3ccccc3c(=O)n2OCc2ccc(F)cc2)n1
21	O=C(CSc1ccccc1)N1CCN(S(=O)(=O)c2ccccc2F)CC1
22	O=C(CS(=O)(=O)c1ccc(Cl)cc1)Nc1nnc(-c2cccs2)o1
23	Cc1cc(C(=O)Nc2ccccc2C(=O)O)oc1C
24	CC(C(=O)N1CCN(c2ccc([N+](=O)[O-])cc2)CC1)N1C(=O)C2CC=CCC2C1=O (stereo not given)
Compound | 17 | 18 | 19 | 20 | 21 | 22 | 23 | 24
MsrA inh | -0.1 | 0.7 | -0.6 | 1.1 | 1.3 | 0.9 | -0.7 | 0.4
FAS-TE inh | -3 | -1 | -10 | 5 | 1 | 1 | -3 | -2
MT1-MMP act inh | 0 | 1 | -1 | 0 | 3 | -2 | -1 | 2
TbMetRS inhib | -0.6 | -0.2 | 0.1 | -1.1 | -0.5 | 0.2 | 0.6 | -0.3
PABP1 MLLE inh | -23 | -1 | 38* | 3 | 18 | -16 | 2 | 0
SKN-1 inh | 17 | 7 | 10 | 17 | 9 | 23 | 4 | -3
eLon inh | -16 | 1 | 16 | -8 | -2 | -10 | -8 | -7
bovine MsrA act | -6 | -1 | 0 | -3 | -10 | -3 | -3 | -2
NRP1-CendR mod | -20 | -2 | -5 | 2 | -2 | 1 | -4 | 2

25	CCOC1OC(=O)C(Cl)=C1Nc1cc(C)ccc1C (stereo not given)
26	N#CCCN(C(=O)COC(=O)CCc1ccccc1)c1ccccc1
27	COc1cccc(NC(=S)N2CCn3cccc3C2c2cccnc2)c1 (stereo not given)
28	COC(=O)c1ccccc1NC(=S)NC(=O)c1ccc2ccccc2c1
29	O=C(CSc1nc2ccccc2nc1N1CCOCC1)Nc1ccccc1F
30	NNC(=O)/C=C/c1ccc(Cl)cc1Cl
31	COc1ccc(C2Nc3ccccc3C(=O)N2c2ccccc2)cc1CSc1ccccn1 (stereo not given)
32	CC(Sc1nnc(N)s1)C(=O)NC1CCCCC1C (stereo not given)
Compound | 25 | 26 | 27 | 28 | 29 | 30 | 31 | 32
MsrA inh | 1.6 | -0.1 | 1.2 | 1.9 | -0.2 | -0.1 | 2.1 | 0.1
FAS-TE inh | 0 | -1 | -4 | 32 | 20 | -6 | 24 | -4
MT1-MMP act inh | -4 | -2 | -2 | 0 | -2 | 7 | 12 | 0
TbMetRS inhib | 0.2 | 0.1 | -0.1 | -0.3 | 0.0 | -1.0 | -1.2 | -0.7
PABP1 MLLE inh | 8 | 6 | 24 | 24 | 0 | -2 | 13 | 1
SKN-1 inh | 3 | -15 | 3 | -4 | 9 | -11 | 4 | -12
eLon inh | 2 | 0 | -9 | 8 | 1 | -4 | -1 | -9
bovine MsrA act | -3 | -1 | -7 | -4 | 0 | -9 | -12 | -7
NRP1-CendR mod | 2 | 19 | 9 | -3 | 4 | 12 | -2 | 5

Entries of single compounds, looked up by structure. Screens in order: MsrA inh	FAS-TE inh	MT1-MMP act inh	TbMetRS inhib	PABP1 MLLE inh	SKN-1 inh	eLon inh	bovine MsrA act	NRP1-CendR mod
`N#CCCN(C(=O)COC(=O)CCc1ccccc1)c1ccccc1` is listed as -0.1	-1	-2	0.1	6	-15	0	-1	19
`CC(Sc1nnc(N)s1)C(=O)NC1CCCCC1C` (stereo not given) is listed as 0.1	-4	0	-0.7	1	-12	-9	-7	5
`NNC(=O)/C=C/c1ccc(Cl)cc1Cl` is listed as -0.1	-6	7	-1.0	-2	-11	-4	-9	12

Two entries drawn at random from the list so far, as already listed:
14	CCN1CCN(c2nc3ccccc3nc2C(C#N)C(=O)OCc2ccccc2)CC1 (stereo not given)
9	N#Cc1cnn2ccc(-c3cc(N4CCOCC4)ccc3[N+](=O)[O-])nc12
Compound | 14 | 9
MsrA inh | 0.1 | 0.9
FAS-TE inh | 16 | -2
MT1-MMP act inh | -23 | 2
TbMetRS inhib | 0.4 | -1.5
PABP1 MLLE inh | -24 | 7
SKN-1 inh | -8 | -2
eLon inh | 0 | 5
bovine MsrA act | -1 | -11
NRP1-CendR mod | -27 | 10

Next part
33	O=C(Cc1c[nH]c2ccccc12)N/N=C/c1cccc(F)c1
34	COCCN1C=C2C(=O)C(C)(OC(=O)CCC(=O)OC)C(=O)C(Br)=C2C=C1c1ccc(OC)cc1 (stereo not given)
35	COc1nc(Oc2ccc(C(=O)O)cc2)nc(Oc2ccc(C(=O)O)cc2)n1
36	COCc1cc(C)nc(SCC(=O)Nc2cc3c(cc2C#N)OCO3)c1C#N
37	CCn1ncc(Cl)c1C(=O)Nc1ccncc1
38	Cc1cc(NC(=O)CCSc2ccccc2)ccc1Br
39	CCOC(=O)CSc1cc(CS(=O)(=O)c2ccccc2)nc(-c2ccccc2)n1
40	O=C(CCC(=O)N(CC(=O)NC1CCCCC1)Cc1cccs1)Nc1nccs1
Compound | 33 | 34 | 35 | 36 | 37 | 38 | 39 | 40
MsrA inh | 0.4 | x | 0.0 | -0.5 | 0.0 | 0.2 | -0.3 | -0.6
FAS-TE inh | -5 | -9 | -5 | 0 | -8 | 34 | 10 | -4
MT1-MMP act inh | 2 | 6 | 1 | 1 | -7 | 5 | 2 | 7
TbMetRS inhib | 1.6 | -0.1 | 0.7 | -0.5 | -0.1 | 0.0 | -1.1 | -0.6
PABP1 MLLE inh | 5 | 15 | 12 | -3 | -1 | 5 | -4 | 22
SKN-1 inh | 0 | 30 | 2 | 2 | 9 | 22 | 1 | 19
eLon inh | -5 | 17 | -8 | 0 | -5 | -10 | 9 | -9
bovine MsrA act | -5 | -1 | -2 | -9 | -8 | -2 | -3 | -10
NRP1-CendR mod | 1 | 13 | -7 | -2 | 0 | -2 | -4 | 4

41	CCCC(NC(=O)CNC(=O)C(C)(C)C)C(=O)O (stereo not given)
42	Cc1ccc(S(=O)(=O)NCC(=O)OCC(=O)NCCc2ccccc2)cc1
43	COc1cccc(NC(=O)CN(C)C(=O)c2ccc(NS(=O)(=O)c3ccc(F)cc3)cc2)c1
44	CC(C)CCN(C(=O)CNC(=O)c1cccs1)C(C(=O)NC1CCCC1)c1ccncc1 (stereo not given)
45	COc1ccc([C@H]2CC(=O)C=C(c3ccc(Cl)c(Cl)c3)C2)cc1
46	CC(C)(C)c1cc(NC(=O)C2CCCO2)no1 (stereo not given)
47	CCOC(=O)Cc1csc(NC(NC(=O)OCC)(C(F)(F)F)C(F)(F)F)n1
48	N#CCCN(Cc1cccnc1)CN1C(=O)c2ccccc2C1=O
49	OCCCn1c(CCCNc2nc(-c3cccc(Br)c3)cs2)nc2cc(Cl)c(N3CCCCC3)cc21
50	CCOc1c(CNCCN2CCOCC2)cccc1OC
51	Cc1ccc(CNC(=O)[C@H](C)NC(=O)C2CCN(C(=O)[C@@H](N)CC(C)C)CC2)cc1
Compound | 41 | 42 | 43 | 44 | 45 | 46 | 47 | 48 | 49 | 50 | 51
MsrA inh | -0.8 | 0.1 | 0.8 | -1.9 | 1.2 | 1.0 | 0.6 | -0.3 | -1.2 | -0.2 | 1.0
FAS-TE inh | -1 | -6 | -6 | -10 | 33 | -8 | -6 | -10 | 16 | -1 | -4
MT1-MMP act inh | -2 | 4 | 0 | -1 | -4 | 5 | 7 | -3 | 10 | 2 | 4
TbMetRS inhib | -1.4 | -0.4 | -0.1 | -1.1 | -0.2 | -0.4 | -0.1 | -0.2 | -0.4 | -0.5 | -0.1
PABP1 MLLE inh | 8 | -23 | -3 | -7 | 11 | 9 | 9 | 11 | -14 | -4 | -11
SKN-1 inh | 2 | 3 | 3 | 0 | -8 | 2 | -4 | -9 | 6 | 0 | -2
eLon inh | -8 | -4 | -14 | 8 | -5 | 2 | 3 | 5 | 6 | -6 | -5
bovine MsrA act | -2 | -2 | -2 | -6 | -3 | -1 | -2 | -11 | -2 | -10 | -2
NRP1-CendR mod | -4 | -9 | -3 | -11 | 5 | -5 | -9 | -11 | 5 | -8 | -10

Screening data from PubChem BioAssay.
